# VHR inh color = inhibitors of human VHR1 phosphatase (DUSP3) | recombinant VHR phosphatase, colorimetric substrate read-out | inhibition, % at 20 µM | 50,000 compounds, 0.7% hits | P51452; in the data active = inhibition above about 60%; note: some results filed as inactive read as strong as hits
# Target sequence (P51452 whole entry, looked up): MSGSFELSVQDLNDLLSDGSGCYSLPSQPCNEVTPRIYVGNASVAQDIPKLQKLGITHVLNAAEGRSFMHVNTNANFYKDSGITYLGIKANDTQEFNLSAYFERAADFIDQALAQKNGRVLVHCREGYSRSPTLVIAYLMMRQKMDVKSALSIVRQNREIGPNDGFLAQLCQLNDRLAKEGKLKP
# The depositor's hits bear a star. This is a subset; the hit share may differ from the screen's.
SMILES	VHR inh color
Cc1c(OCc2ccc([N+](=O)[O-])cc2)ccc2c3c(c(=O)oc12)CCCC3	1
CCOC(=O)c1c(-c2ccccc2)oc2cc(Br)c(OCC)cc12	-3
COc1ccc(N2C(=O)NC(=O)/C(=C/c3cccc(OCc4ccccc4F)c3)C2=O)cc1	-21
COC(=O)c1cccc(NC(=O)COc2ccc(Cl)cc2)c1	2
C=CCC(Nc1ccccc1)C12C=CC(O1)C(C(=O)OC)=C2C(=O)OC (stereo not drawn)	-13
CCOC(=O)c1ccccc1N/C=C(\C#N)C(=O)NCc1ccccc1	-12
CCOC(=O)c1c(-c2ccccc2)oc2cc(Br)c(O)cc12	5
COc1cc(C(=O)Nc2cccc3nsnc23)cc(OC)c1OC	-5
CCC(=O)CC(O)(c1ccccc1)C(F)(F)C(F)F (stereo not drawn)	-9
COc1ccc(NC(=O)CN(c2cccc([N+](=O)[O-])c2)S(=O)(=O)c2ccccc2)c(OC)c1	-12
O=C(Nc1cccc(C(F)(F)F)c1)c1cc2c(ccc3ccccc32)oc1=O	0
O=C1NC(=S)NC(=O)C1=Cc1ccc(-c2cc(Cl)c([N+](=O)[O-])cc2Cl)o1	1
Cc1ccc(C)c(N2C(=O)C3C(C2=O)N2CCCN2C3c2ccccc2)c1 (stereo not drawn)	-4
COc1ccccc1/C=N\Nc1nc(-c2ccccc2)cc(-c2ccccc2)n1	13
CCOc1ccc(NC(=O)c2c(NC(=O)CC)sc3c2CCC(C)C3)cc1 (stereo not drawn)	-17
O=C(COc1nc2ccccc2s1)n1c2ccccc2c2ccccc21	24
COc1ccc2nc(Nc3nc4ccccc4c(=O)[nH]3)nc(C)c2c1	-10
Cc1ccc(-c2cc(-c3ccccc3O)nc(NN)n2)cc1	11
COC(=O)c1c(-c2ccc(OC)cc2OC)csc1N	1
O=C(NN1CCOCC1)c1cc(-c2ccccc2)nc2ccccc12	-6
COc1ccc(-n2cnc(N)c2C(=O)c2cccc([N+](=O)[O-])c2)cc1	-4
O=C(Nc1ccc(Cl)cc1)c1cc2ccccc2cc1O	8
CC(=O)Nc1ccc(C2=N/C(=C/c3ccc(Br)cc3)C(=O)O2)cc1	12
O=C(Cn1c(=O)n(CC(=O)NCc2ccccc2)c2ccccc21)NCc1ccccc1	-14
CC(=O)Nc1ccc(S(=O)(=O)Nc2ccc(S(=O)(=O)N3CCCCC3)cc2)cc1	-5
O=C(/C=C/c1cc(Br)cs1)Nc1cccc2ncccc12	-32
COc1cccc(C(=O)Oc2ccc3c(C)cc(=O)oc3c2)c1	-6
COc1ccc(NS(=O)(=O)c2ccc(OC)c(OC)c2)cc1OC	-15
CC(C)(C)c1ccc(OCCOc2cccc(C=C3C(=O)NC(=S)NC3=O)c2)cc1	14
O=C(N/N=C/c1cccc([N+](=O)[O-])c1)c1cc(C2CC2)[nH]n1	-17

# Continued:
SMILES	VHR inh color
O=C(CN(c1cccc(Cl)c1)S(=O)(=O)c1ccccc1)N/N=C/c1cccnc1	-27
COC(=O)c1ccc(C(=O)OC)c(NC(=O)COc2ccccc2Cl)c1	-4
CC(=O)Nc1ccc(NC(=O)Cc2ccc(Cl)cc2)cc1	1
Clc1ccc(CCNCc2ccc3c(c2)OCO3)c(Cl)c1	-19
O=C(Oc1ccc(/C=N/NC(=O)C(O)c2ccccc2)cc1)c1ccccc1Cl (stereo not drawn)	0
Cc1ccc(C(=O)Oc2ccc(/C=C3\SC(N)=NC3=O)cc2)cc1	0
N#C/C(=C\c1ccccc1)C(=O)Nc1ccc([N+](=O)[O-])cc1C(=O)c1ccccc1	10
COc1cccc(NC(=O)CN(c2cc(Cl)cc(Cl)c2)S(C)(=O)=O)c1	-4
Cc1cc([N+](=O)[O-])ccc1-c1ccc(CO)o1	17
COc1cc(CN2CCN(C3CCCCC3)CC2)cc(OC)c1O	-3
Cn1nnnc1NC(=O)c1ccccc1F	-7
COc1ccc(-n2nc3cc(C)c(NC(=O)c4cccc(Br)c4)cc3n2)cc1	-6
CC(=O)c1cccc(Nc2nc(-c3ccc(Br)cc3)cs2)c1	-29
Nc1cc(-c2ccc(Br)cc2)nn1Cc1ccc(Cl)cc1	-2
COc1ccc(C2CC(=O)C3=C(C2)Nc2ccccc2NC3c2ccc(SC)cc2)cc1OC (stereo not drawn)	43
COc1ccc(CN=Cc2c(O)n(-c3cccc(Cl)c3)c(=O)[nH]c2=O)cc1	-11
CC(Cc1ccccc1)NC(=S)Nc1ccccc1 (stereo not drawn)	-3
O=[N+]([O-])c1cccc(-c2ncnn2-c2ccccc2)c1	-3
CCN(CC)CCOc1ccc([N+](=O)[O-])cc1	-8
O=C(CCN1C(=O)/C(=C/c2ccccc2)SC1=S)NNC(=O)c1ccccc1Br	-4
Cc1cccc(NC(=O)CSc2nccn2C)c1C	5
O=C(Cc1ccc([N+](=O)[O-])cc1)NCc1ccccn1	20
COc1ccccc1/C=N/NC(=O)CSc1nc2ccccc2n1Cc1ccccc1	9
Cc1ccc(-c2nn(-c3cc(N4CCN(C)CC4)ccc3[N+](=O)[O-])c(=O)c3ccccc23)cc1C	0
O=C(N/N=C/c1ccccc1)c1cc(=O)[nH]c2ccccc12	-3
Cc1nc2cc(N=Cc3c[nH]c4ccccc34)ccc2n1C	6
Cn1c(=O)n(C)c2cc(/C=C(\C#N)c3nn(-c4ccccc4)c(N)c3C#N)ccc21	-36
O=C1NC(=O)/C(=C\c2ccc(O)c(Cl)c2)N1	-35
O=C(/C=C/c1ccccc1)c1cccc(N2C(=O)C3C4C=CC(C4)C3C2=O)c1 (stereo not drawn)	-19
S=C(NCCSCc1ccccc1Cl)Nc1ccccc1	-67

# Further structures:
SMILES	VHR inh color
COc1ccc(OCc2ccc(C(=O)Nc3ccccc3C(=O)O)cc2)cc1	14
CC(C)c1cc(C(C)C)c(S(=O)(=O)N2CCNCC2)c(C(C)C)c1	0
CC1=C(C(=O)Nc2ccccc2)C(c2ccccc2F)NC(=S)N1 (stereo not drawn)	15
O=C(N/N=C\c1cc(Cl)cc([N+](=O)[O-])c1O)c1ccc(Br)cc1	-20
Cc1cccc(-c2nnc(NC(=O)Nc3ccc(Cl)c(Cl)c3)s2)c1	-18
CC(C)(C)c1cc(C(C)(C)C)c2nc(-c3ccccc3O)oc2c1O	-21
COc1ccccc1C(=O)Nc1ccc2c(c1)Cc1ccccc1-2	-8
Cc1ccc(C(C)C)c(OCCNC(=O)Cc2cccc3ccccc23)c1	17
O=C1c2ccccc2-c2onc3c(Cl)cc(Sc4ccccc4)c1c23	-7
Cc1cc(/C=C2\C(=O)NC(=O)N(c3cccc(F)c3)C2=O)c(C)n1C	-9
CCOc1cc(/C=N/Nc2nncn2N)cc(I)c1O	-9
O=C(Nc1ccc([N+](=O)[O-])cn1)c1cc(-c2ccc(Cl)c(Cl)c2)nc2ccccc12	-3
CC(C)Oc1ccc(/C=N/N=C/c2ccc(OC(C)C)cc2)cc1	-2
CCc1nc2ccccc2n1Cc1ccc([N+](=O)[O-])cc1	5
COC(=O)c1cccc(-c2ccc(C=C3C(=O)N(C)C(=O)N(C)C3=O)o2)c1	-11
COCCOC(=O)c1ccc(NS(=O)(=O)c2ccc(Cl)cc2)cc1	-6
O=C(Nc1ccc(NC(=O)c2cc3ccccc3o2)cc1Br)c1ccccc1	18
COc1ccc(S(=O)(=O)N2CCN(Cc3ccccc3F)CC2)cc1	4
Cc1nc2ccccc2c(=O)n1N(c1ccccc1)c1ccccc1	30
NC(=O)CCS(=O)(=O)c1ccccc1	3
O=C1c2cccc3cccc(c23)C(=O)N1/N=C/c1ccccc1	-11
O=C(NC(=S)NCc1cccnc1)c1cccs1	10
O=C1NC(=O)N(c2ccccc2)C(=O)/C1=C/c1cc2c(cc1Cl)OCO2	19
NC(=O)c1ccc(NC(=O)COc2ccc(Cl)cc2Br)cc1	24
O=C(c1nn2c(c1Cl)NC(c1ccccc1)CC2C(F)(F)F)N1CCN(c2ccc(F)cc2)CC1 (stereo not drawn)	-12
COC(=O)CCN1C(=O)/C(=C\c2ccc(F)cc2)SC1=S	-8
O=C1c2ccc(Oc3ccc([N+](=O)[O-])cc3)cc2C(=O)N1c1cccnc1	-31
COC(=O)c1ccc(NC(=O)C2c3ccccc3Oc3ccccc32)cc1	-6
O=C1S/C(=C/c2ccc(-c3cccc([N+](=O)[O-])c3)o2)C(=O)N1c1ccccc1	-17
CN(C)CCCN1C(=O)CSC1c1ccc(Cl)cc1 (stereo not drawn)	-22

# Structures above that contain two or more sulfur atoms:
SMILES	VHR inh color
CC(=O)Nc1ccc(S(=O)(=O)Nc2ccc(S(=O)(=O)N3CCCCC3)cc2)cc1	-5
O=C(CCN1C(=O)/C(=C/c2ccccc2)SC1=S)NNC(=O)c1ccccc1Br	-4
S=C(NCCSCc1ccccc1Cl)Nc1ccccc1	-67
O=C(NC(=S)NCc1cccnc1)c1cccs1	10
COC(=O)CCN1C(=O)/C(=C\c2ccc(F)cc2)SC1=S	-8

# Carrying on:
SMILES	VHR inh color
CN(C)Cc1c(O)ccc2c(=O)c(-c3ccc(Cl)cc3)coc12	5
CC(C)(C#CC(O)(c1ccccc1)c1ccccc1)N1CCCC1	-13
CN1CCc2c(sc3c2C(=O)NC(c2ccc(-c4ccccc4[N+](=O)[O-])o2)N3)C1 (stereo not drawn)	8
COc1ccccc1CC(=O)Nc1cccc(Cl)c1C	-4
NC(=O)c1c(NC(=O)c2ccc(Br)o2)sc2c1CCCCC2	-6
CC1(C)CC(=O)C2=C(C1)Nc1ccc3ccccc3c1C2c1cccc([N+](=O)[O-])c1 (stereo not drawn)	7
CC(=O)c1cccc(N2C(=O)c3ccc(C(=O)c4ccc5c(c4)C(=O)N(c4cccc(C(C)=O)c4)C5=O)cc3C2=O)c1	-3
CC1(C)c2ssc(=S)c2-c2ccccc2N1C(=O)CSc1nnc(N)s1	-2
COC(=O)CNC(=O)c1ccc(NC(C)=O)cc1	15
O=C1/C(=C\c2ccc3c(c2)OCO3)N=C(c2ccccc2)N1c1ccc(O)cc1	17
O=C(O)CCC(=O)Nc1cccc(-c2nc3cc4ccccc4cc3[nH]2)c1	23
O=C(Nc1nc(-c2ccc(F)cc2)cs1)c1cccs1	3
COc1ccc2oc(=O)c(NC(=O)c3ccccc3)cc2c1	-2
O=C(CCNc1n[nH]c(=O)[nH]c1=O)N/N=C/c1ccc(Cl)cc1	-23
O=S(Cc1ccccc1)CC(O)COc1ccccc1 (stereo not drawn)	1
Cc1cc(C)nc(S(=O)CC(O)COc2ccccc2)n1 (stereo not drawn)	0
O=c1cc(O)c2ccccc2n1Cc1ccccc1	2
CCC(C)(C)C1CCc2c(sc(NC(=O)C(C)C)c2C#N)C1 (stereo not drawn)	-25
COc1ccc(CNC(=O)c2ccc(C3SCC(=O)N3Cc3ccccc3)cc2)cc1 (stereo not drawn)	-29
COc1ccc(C(=O)Nc2ccc(Br)c(C)c2)c(OC)c1	30
O=C(Nc1ccc2c(c1)OCO2)c1ccc(C#Cc2ccccc2)cc1	-12
CCN1CCN(c2ccc([N+](=O)[O-])cc2)CC1	-5
COc1cc(NC(=O)c2cnn3c(C(F)(F)F)cc(-c4ccco4)nc23)c(OC)cc1Cl	-4
CC(=O)Oc1ccc(-c2cccc(C(=O)Nc3ccc([N+](=O)[O-])cc3)c2)cc1	-25
COc1ccccc1N(C(=O)Nc1ccc(Cl)cc1)C(C)C1CC1 (stereo not drawn)	-24
COc1ccc(C2C(C(C)=O)=C(C)N=c3s/c(=C\c4ccccc4OC)c(=O)n32)c(OC)c1 (stereo not drawn)	6
O=C(COc1ccc(Br)cc1)Nc1cccc(NC(=O)c2cccc(Cl)c2)c1	0
CCc1cc(OCCOCCN2CCC(C)CC2)ccc1Cl	8
Cc1ccc(C(=O)N2CCN(c3cccc(Cl)c3)CC2)cc1C	7
CCOC(=O)c1c(NC(=O)/C=C/c2ccc(C)cc2)sc(C)c1C	-11

# Quoted at random: 5 compounds from above.
SMILES	VHR inh color
NC(=O)c1c(NC(=O)c2ccc(Br)o2)sc2c1CCCCC2	-6
CCN1CCN(c2ccc([N+](=O)[O-])cc2)CC1	-5
COc1ccc(C2C(C(C)=O)=C(C)N=c3s/c(=C\c4ccccc4OC)c(=O)n32)c(OC)c1 (stereo not drawn)	6
CC(C)(C#CC(O)(c1ccccc1)c1ccccc1)N1CCCC1	-13
O=C(Nc1ccc2c(c1)OCO2)c1ccc(C#Cc2ccccc2)cc1	-12

# Other records follow:
SMILES	VHR inh color
CCN1C(=O)/C(=C\c2cc(Cl)c(OCc3ccccc3F)c(OC)c2)SC1=S	-16
Cc1[nH]n(-c2ccccc2)c(=O)c1N=Nc1nccs1	-11
COc1ccccc1NC(=O)c1c(NC(=O)C(C)(C)C)sc2c1CCC(C)C2 (stereo not drawn)	3
Oc1ccccc1/C=N/Nc1nc(N2CCOCC2)nc(N2CCOCC2)n1	-18
CS/C(=N\S(=O)(=O)c1ccc(C)cc1)c1ccccc1	-8
COc1ccc(-n2nc3cc(C)c(NC(=O)COc4ccc(Br)cc4)cc3n2)cc1	-9
Cc1ccc(Nc2cc(-n3cccn3)ncn2)cc1	-92
O=C(NC(c1ccccc1)c1ccccc1)C1CC1c1ccccc1 (stereo not drawn)	-18
COc1ccc2c(c1)C1C=CCC1C(c1cccc([N+](=O)[O-])c1)N2 (stereo not drawn)	10
CN(C)c1ccc(/C=C/c2nc3ccc(I)cc3c(=O)n2-c2ccccc2)cc1	-30
COc1ccc([N+](=O)[O-])cc1N=Cc1c[nH]c2ccccc12	3
COc1ccc(S(=O)(=O)NC2CCSC2=O)cc1 (stereo not drawn)	17
O=C1CSC(=O)N1CNc1ccccn1	-1
COc1ccc(N(CC(=O)N2CCCC2)S(C)(=O)=O)cc1Cl	2
COc1ccc(C2C(C(C)=O)=C(O)C(=O)N2c2nc3ccccc3s2)cc1OC (stereo not drawn)	0
O=C(Nc1cccc(Cl)c1)Nc1nnc(COc2ccc(Br)cc2)s1	-19
